SIRT5 inh = SIRT5 desuccinylase inhibitors, primary screen, biochemical, fluorescence imaging, single point, set 5. NAD-dependent protein deacylase sirtuin-5, mitochondrial (Homo sapiens), Q9NXA8. Purified SirT5, succinyl-peptide AMC, trypsin-coupled fluorescence. inhibition, % at 15 µM. hit rate 1.1% among 330,000. AID 652115, 2013; in the data active = inhibition above about 15%; inconclusive = no clear call, values can overlap the other calls
Target sequence (Q9NXA8 whole entry, looked up): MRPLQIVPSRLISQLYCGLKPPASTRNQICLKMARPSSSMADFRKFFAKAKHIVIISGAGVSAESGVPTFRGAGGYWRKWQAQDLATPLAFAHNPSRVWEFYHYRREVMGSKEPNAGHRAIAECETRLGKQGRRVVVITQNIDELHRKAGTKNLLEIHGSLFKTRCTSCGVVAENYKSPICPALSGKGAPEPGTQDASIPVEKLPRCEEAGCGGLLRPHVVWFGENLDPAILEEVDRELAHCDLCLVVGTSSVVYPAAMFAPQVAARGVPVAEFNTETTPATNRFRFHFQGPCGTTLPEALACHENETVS
S100A4 inh HTS = inhibitors of S100A4-myosin IIA peptide binding, primary screen, biochemical, fluorescence polarization, TAMRA-MyoIIA peptide | Protein S100-A4 (Homo sapiens), P26447 | inhibition, % at 10.7 µM | hit rate 0.14% among 360,000 | AID 652163, 2013;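 active = mean inhibition of at least 70% across replicates, with every replicate also reaching that level; inconclusive = mean inhibition reaches 70% but some replicates fall short; inactive = mean inhibition below 70%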
Target sequence (P26447 whole entry, looked up): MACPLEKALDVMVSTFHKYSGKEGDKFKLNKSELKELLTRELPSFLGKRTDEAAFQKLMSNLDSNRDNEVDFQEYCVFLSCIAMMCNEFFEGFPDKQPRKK
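Test system: S100A4 monomer protein. Medium: HEPES buffer with Ca2+, pH 7.2. Reagent: fluorescent myosin IIA peptide, 5 nM. Compound dosing: single-point compound testing. Timing: 5 min between mix addition and reading. Benchmarks: DMSO neutral and TFP positive wells.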
DENV2 CPE = inhibitors of DENV2 cytopathic effect, primary screen, cell-based, plate reader, single concentration. DENV2-infected cells, cytopathic effect rescue. CPE inhibition, % at 9.99 µM. hit rate 1.7% among 350,000; in the data active = CPE inhibition above about 20%, passing the limit was not always enough; inconclusive = no clear call, values can overlap the other calls; tested in BHK-21 cells;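 note: 0% = median of neutral control wells and 100% = median of positive control wells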
E-sel inducer = E-selectin induction in HUVECs, primary screen, imaging, HUVEC, immunofluorescence imaging, single point; normalized: neutral wells 0, TNF-alpha wells 100; hit rate 0.37% among 260,000; activation, % at 7.58 µM;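 active = mean E-selectin-positive cell signal at least 10% of the positive control, reached in at least 60% of replicates, without over 20% cell loss; inconclusive = no rule given, readout overlaps actives, possibly toxicity-flagged; inactive = the rest, including those meeting only one limit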;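 note: in these data hits start at about 27%; measured in HUVEC primary endothelial cells; signal is the percent of cells scored E-selectin positive by PE staining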
Target sequence (P16581 whole entry, looked up): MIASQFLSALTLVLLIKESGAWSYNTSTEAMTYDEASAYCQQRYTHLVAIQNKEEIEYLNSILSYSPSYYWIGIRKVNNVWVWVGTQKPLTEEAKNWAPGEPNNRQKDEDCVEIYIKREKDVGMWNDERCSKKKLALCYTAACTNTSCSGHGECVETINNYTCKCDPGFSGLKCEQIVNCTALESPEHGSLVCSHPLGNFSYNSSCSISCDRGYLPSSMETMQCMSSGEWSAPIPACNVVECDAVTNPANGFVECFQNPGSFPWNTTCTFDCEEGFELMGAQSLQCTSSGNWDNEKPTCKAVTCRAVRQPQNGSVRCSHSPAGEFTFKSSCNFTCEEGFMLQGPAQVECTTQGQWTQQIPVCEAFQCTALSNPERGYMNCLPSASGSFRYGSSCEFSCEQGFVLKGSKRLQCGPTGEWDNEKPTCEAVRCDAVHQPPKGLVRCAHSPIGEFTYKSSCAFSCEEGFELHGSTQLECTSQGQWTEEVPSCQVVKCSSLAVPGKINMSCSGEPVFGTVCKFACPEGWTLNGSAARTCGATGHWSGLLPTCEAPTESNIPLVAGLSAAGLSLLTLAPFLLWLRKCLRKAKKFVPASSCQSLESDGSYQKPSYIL
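assay system = HUVEC, human umbilical vein endothelial cells | input = 3,000 HUVEC seeded per well | medium = EGM-2 growth medium on 0.1% gelatin-coated wells | dosing = one compound dose added by pin transfer | signal = immunofluorescence imaging | read-out basis = % PE-positive cells | control set = TNF-alpha, DMSO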
ERp5 inh = inhibitors of ERp5-driven insulin aggregation, primary screen, biochemical, turbidity, absorbance 650 nm, single point | AID 651711, 2012 | Protein disulfide-isomerase A6 (Homo sapiens), Q15084 | hit rate 0.05% among 350,000 | inhibition, % at 9.99 µM | 90 min;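 active = mean replicate inhibition above about 25%, with every replicate also reaching it, limit read from the data, passing the limit was not always enough; inconclusive = only one of those two criteria met; inactive = neither criterion met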
Statin myotox sup = suppressors of statin myotoxicity in C2C12 myotubes, primary screen, cell-based, single point, plate reader; hit rate 0.78% among 330,000; rescue of ATP level, % at 7.49 µM; C2C12 myotubes + simvastatin, ATP luminescence, 48 h; scaled: DMSO 0, geranylgeraniol control 100;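 active = mean ATP rescue above about 67%, or every replicate alone reaching that limit, limit read from the data, passing the limit was not always enough; inconclusive = no clear call, values can overlap the other calls; inactive = mean under the limit and some replicate under it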;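 note: myotubes were challenged with 10 µM simvastatin during compound exposure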
PglD inh = C. jejuni PglD acetyltransferase inhibitors, primary screen, biochemical, DTNB colorimetric, single point; UDP-N-acetylbacillosamine N-acetyltransferase PglD (Campylobacter jejuni); purified PglD enzyme, DTNB colorimetric CoA detection; inhibition, % at 12.5 µM; hit rate 0.098% among 360,000; AID 602405, 2012; in the data active = inhibition above about 16%, passing the limit was not always enough; inconclusive = no clear call, values can overlap the other calls; note: strong numbers were not always called active
* hit, by the source's call; ? = inconclusive; . = not tested or not shown. A portion of the library; rates above refer to the full screens.

SMILES	SIRT5 inh	S100A4 inh HTS	DENV2 CPE	E-sel inducer	ERp5 inh	Statin myotox sup	PglD inh
COCC(=O)N[C@@H]1CC[C@H](CC(=O)NCc2ccccc2OC)O[C@H]1CO	0	-9	11	0.1	-3	16	1
C[C@@H]1CN([C@@H](C)CO)S(=O)(=O)c2ccc(C#Cc3cccnc3)cc2O[C@H]1CN(C)C	4	-8	4	0.7	-6	10	-4
COCCN(C(=O)COC(=O)c1ccc(Cl)nc1)c1c(N)n(Cc2ccccc2)c(=O)[nH]c1=O	0	-9	8	0.7	0	3	.
O=C(NCc1ccccn1)c1ccccc1OCc1ccc(Cl)cc1Cl	0	2	?	.	-17	-9	-1
CC(=O)OCC[n+]1c(C)n(-c2ccccc2)c2ccc(Cl)cc21	-8	13	9	.	-3	6	-3
COc1ccccc1NC(=S)NCC1CCCCC1	-4	-1	.	0.0	0	-5	-3
O=C(O)CC/C(=N/NC(=O)CNC(=O)C(c1ccccc1)c1ccccc1)c1ccccc1	-3	-11	2	.	1	11	0
Cc1ccc(C)c(S(=O)(=O)N2CCN(C(=O)c3ccc(-n4cncn4)c([N+](=O)[O-])c3)CC2)c1	2	-2	0	-0.4	3	.	.
COC(=O)C1=C(C)N(Cc2ccc(C(F)(F)F)cc2)C(=NCc2cccc(C(F)(F)F)c2)NC1c1ccccc1C(F)(F)F (stereo not given)	-1	-2	-9	-0.1	0	.	.
CC1CCC(NC(=O)C2CC(=O)N(c3ccc(Cl)cc3)C2)CC1 (stereo not given)	-2	0	-4	0.0	0	.	-3
COC(=O)[C@@H]1C[C@@H](c2ccccc2)[C@H](C)C1(C)C	.	0	4	0.2	4	.	6
CCC/C(O)=C1\C(=O)CC(c2ccccc2)CC1=NCCc1c(C)[nH]c2ccccc12 (stereo not given)	-1	0	20	0.2	2	11	12
CCCNC(=O)C[C@H]1C[C@@H]2c3cc(NC(=O)Nc4ccccc4)ccc3O[C@@H]2[C@@H](CO)O1	.	.	9	0.2	.	-2	7
COc1ccc(/C=N/NC(=O)c2ccc(NC(=O)c3cccc([N+](=O)[O-])c3)cc2)c(C(=O)O)c1OC	1	-5	-5	.	0	4	-3
CCN(c1ccccc1)S(=O)(=O)c1cc(C(=O)Nc2ccc(F)c(F)c2)ccc1F	-1	10	-3	-0.4	?	.	4
COCc1c(C(=O)OCC(=O)NCCc2ccc(S(N)(=O)=O)cc2)oc2ccccc12	-2	4	-4	16	2	8	3
O=S(=O)(c1ccccc1)N1C[C@H]2[C@@H](c3ccccc31)[C@@H](CO)N2Cc1ccc(F)cc1	1	-2	?	-0.8	5	56	0
COc1ccccc1Oc1ncnc2c1oc1ccccc12	-3	0	0	.	-2	.	.
C[C@H](CO)N1C[C@H](C)[C@@H](CN(C)Cc2ccccc2F)Oc2ncc(C#CCN(C)C)cc2C1=O	-4	0	-5	0.1	-2	8	5
O=C(NN=Cc1ccc2c(c1)OCO2)NN=Cc1ccc2c(c1)OCO2	1	0	3	-0.3	-1	-7	-7
CN(C)c1ccc(-c2ccnc3c2CC(C)(C(=O)Nc2ccc(F)c(Cl)c2)O3)cc1 (stereo not given)	.	2	?	0.2	-3	-5	2
C[C@H](CO)N1C[C@H](C)[C@@H](CN(C)Cc2ccncc2)Oc2ccc(NC(=O)Nc3ccc(F)cc3)cc2CC1=O	0	0	1	-4.5	-7	-13	4
CC1(C(=O)NCCC(F)(F)F)Cc2c(-c3ccccc3)ccnc2O1 (stereo not given)	-4	-3	2	-5.2	-1	-1	5
C/C(=N\O)c1noc(C)c1C(=O)Nc1nccs1	-1	-3	-6	0.0	3	4	6
COc1cccc(N2CCN(CC(=O)NC(C)c3ccccc3)CC2)c1 (stereo not given)	-2	0	9	.	0	-5	-3
COc1cc(C(C)=O)ccc1OCC(=O)Nc1ccccc1N1CCCC1	-2	9	9	.	4	-6	-5
Cc1cc2[nH]c3ccccc3c2cn1	-2	0	-2	.	0	2	2
CC(NCc1ccncc1)C12CC3CC(CC(C3)C1)C2 (stereo not given)	1	-3	1	.	0	.	.
CCn1c(SCC(=O)N2CCCC2=O)nnc1-c1cccs1	-2	-1	?	.	3	4	-1
Cc1cc(-c2n[nH]c(=S)n2Cc2ccccc2)cs1	-6	7	4	0.6	-1	-4	.
CCOC(=O)C1=C(c2ccccc2)NC(=S)NC1c1ccc(Cl)cc1 (stereo not given)	-2	0	5	.	0	.	.
CCc1ccc(NC(=O)CSc2nc(=O)n3cc(C)ccc3n2)cc1	-1	2	-2	.	-6	.	0
C[C@@H](CO)NC(=O)c1[nH]cnc1C(=O)Nc1ccc(CNC(=O)OC(C)(C)C)cc1	-4	-4	-1	-1.6	1	5	-1
C[C@@H]1CCCCO[C@@H](CN(C)Cc2ccc3c(c2)OCO3)[C@@H](C)CN([C@@H](C)CO)C(=O)c2cc(NC(=O)Nc3ccc4c(c3)OCO4)ccc2O1	3	-10	5	.	2	.	1
CCc1nnc(NC(=O)CCC(=O)NCc2ccc(C)cc2)s1	7	0	0	.	.	-18	-5
CC1=C/C(=N\NC(=S)NCc2ccccc2)CC1	18*	0	1	2.7	2	.	.

3 compounds out of the list, ordered by count of non-hydrogen atoms, rising:
SMILES	SIRT5 inh	S100A4 inh HTS	DENV2 CPE	E-sel inducer	ERp5 inh	Statin myotox sup	PglD inh
Cc1cc(-c2n[nH]c(=S)n2Cc2ccccc2)cs1	-6	7	4	0.6	-1	-4	.
CC(NCc1ccncc1)C12CC3CC(CC(C3)C1)C2 (stereo not given)	1	-3	1	.	0	.	.
CCc1ccc(NC(=O)CSc2nc(=O)n3cc(C)ccc3n2)cc1	-1	2	-2	.	-6	.	0

(cont.)
SMILES	SIRT5 inh	S100A4 inh HTS	DENV2 CPE	E-sel inducer	ERp5 inh	Statin myotox sup	PglD inh
CCN(CC)C(=S)Nc1c(C)n(C)n(-c2ccccc2)c1=O	-1	2	-3	4.4	2	.	.
CCCNC(=O)N(C)C[C@@H]1Oc2ncc(-c3ccc(F)cc3)cc2C(=O)N([C@@H](C)CO)C[C@@H]1C	-2	15	-1	0.3	7	7	1
O=C(O)c1cccc(S(=O)(=O)N2CCN(C(c3ccccc3)c3ccccc3)CC2)c1	7	0	1	.	-2	.	.
O=C(O)c1cccc2c1C(=O)N(Cc1ccccc1)C2	-2	-4	-2	.	-9	-13	18
Cc1ccc(O)c(N/C=C/C(=O)c2ccc(F)cc2)c1	-7	2	-4	.	-4	44	-7
C[C@@H]1CN([C@H](C)CO)C(=O)c2cccc(NS(=O)(=O)c3ccccc3)c2O[C@H]1CN(C)Cc1ccc(-c2ccccc2)cc1	3	-8	-2	1.2	-2	-10	4
COc1ccc(CCNC(=O)COc2nncc3ccccc23)cc1	14	1	1	2.4	12	5	-3
COc1cccc(-c2ccc([C@@H]3[C@@H](C#N)N(C(=O)c4ccccn4)[C@@H]3CO)cc2)c1	6	-10	8	-0.1	-13	2	-3
N#CCN=C(c1ccccc1)c1ccccc1	.	1	-6	0.3	11	26	0
CC1=C(C(=O)N2CCC=CC2=O)Cc2ccccc21	-4	13	15	.	-1	.	.
COC(=O)c1ccc(C(=O)OC)c(NC2=NS(=O)(=O)c3ccccc32)c1	0	-3	.	.	-2	28	-3
O=C(Cc1ccc(Cl)cc1)Nc1ccc(Br)cc1	-4	2	-5	.	-3	.	2
Cn1c(NC(=O)c2ccc(S(=O)(=O)N3CCCCC3)cc2)cc(=O)n(C)c1=O	.	.	.	0.1	.	-3	4
O=c1c(Cc2c(F)cccc2Cl)c(O)ccn1C1CCCCCC1	-3	-1	-5	.	-4	.	.
CCOc1ccc(C(C(=O)NCC2CCCO2)N(C(=O)c2snc(C(N)=O)c2N)c2ccc3c(c2)OCCO3)cc1 (stereo not given)	-3	8	-5	.	-7	-18	1
CN(Cc1ccccc1)C(=O)c1csc([C@@H]2O[C@H](CO)[C@H](O)[C@H](O)[C@H]2O)n1	7	-2	-6	0.7	8	6	3
CNC(=O)C[C@@H]1CC[C@H]2[C@H](COc3ccc(NC(=O)Nc4ccccc4F)cc3C(=O)N2C)O1	1	5	?	0.1	2	-11	1
COc1ccc(S(=O)(=O)NCC(=O)N(CC(=O)NC(C)(C)C)Cc2cccs2)cc1	-1	3	-5	-2.2	-4	.	.
Cc1cc(C)cc(NC(=S)Nc2cccc3ccccc23)c1	0	-4	-4	-0.1	-25	-2	-1
CCOC(=O)c1c(S(=O)(=O)N2CCN(c3ccc(F)cc3)CC2)c(C)n(C)c1C	0	-2	-9	.	3	-7	.
COc1ccccc1NC(=S)N1CCN(c2ccccc2F)CC1	-3	-5	0	0.1	2	-13	2
O=C(NC(=O)c1c(F)cccc1F)Nc1cccc(Oc2ncc(Cl)cn2)c1	-12	1	-6	-0.1	-1	.	.
CCOc1cc(/C=C/c2cccc[n+]2C)ccc1O	2	7	2	.	1	10	-15
C[C@H]1CN([C@@H](C)CO)C(=O)c2c(c3ccccc3n2C)-c2ccccc2CO[C@H]1CN(C)C(=O)Nc1cccc(C(F)(F)F)c1	10	5	-4	6.2	6	.	.
O=C(NCC1CCCO1)C1CCCN(S(=O)(=O)c2ccc(F)cc2)C1 (stereo not given)	4	-1	10	0.5	-7	4	0
O=C(COC(=O)C(Cc1ccccc1)NC(=O)c1ccccc1)c1ccccc1 (stereo not given)	1	-10	.	.	4	.	.
COc1ccc2oc(C(=O)OCC(=O)N(C)CC(=O)Nc3ccc(C)cc3)c(C)c2c1	-2	-14	3	0.2	-3	-2	0
CCS(=O)(=O)Nc1ccc2c(c1)C(=O)N(C)[C@H]1CC[C@H](CC(=O)NCCCN3CCOCC3)O[C@H]1CO2	0	-7	?	0.5	-1	17	2
CN(C)c1ccccc1C(=O)N1CCCC(C(=O)c2ccc3ccccc3c2)C1 (stereo not given)	-3	2	0	.	5	.	.
O=C(C[C@@H]1CC[C@H]2[C@@H](COC[C@H](O)CN2Cc2ccccc2)O1)N1CCOCC1	-2	-21	-1	-0.2	-7	-14	4
C=CC(=O)NCC1OCCc2ccccc21 (stereo not given)	-3	-9	-1	.	-4	2	-6
Cc1cc(C)c(OCC(=O)Nc2nc(-c3ccccn3)cs2)c(C)c1	1	-8	-4	0.3	0	11	6
CN(C)C(=O)C[C@H]1C[C@H]2c3cc(NS(=O)(=O)c4ccc(F)cc4)ccc3O[C@H]2[C@@H](CO)O1	.	.	0	-0.2	.	-5	-4
CCOc1ccccc1N1CCN(C(=O)c2cc3ccccc3cc2OC)CC1	-2	-7	-8	2.5	4	-48	1
O=C(NCc1ccccc1)C(c1ccco1)N(C(=O)c1csnn1)c1ccccc1 (stereo not given)	-6	-5	1	.	-1	-4	1
COc1ccc(CNS(=O)(=O)c2cc(CN3C(=O)c4cccnc4C3=O)ccc2OC)cc1	3	-2	-1	0.8	-1	-11	-4
COc1ccc(CN(C)C[C@@H]2Oc3ccc(NC(=O)Nc4ccc5c(c4)OCO5)cc3C(=O)N([C@H](C)CO)C[C@H]2C)cc1	9	0	-3	0.7	0	7	6
COc1ccccc1CNC(=O)CSc1nc2ccccc2c(=O)n1CCCN1CCOCC1	2	-6	-7	.	3	.	.
O=Cc1cnc(N2CCN(c3ccccc3)CC2)s1	1	-5	-2	7.2	3	.	.

Source: PubChem (Broad Institute)
